Assay outcomes: PubChem BioAssay, Sanford-Burnham Center for Chemical Genomics
tim23-1 inh – inhibits growth of tim23-1 mutant yeast; actives 1.3% (n = 330,000); AID 463212; S. cerevisiae tim23-1 growth, BacTiter-Glo luminescence, 24 h; inhibition, % at 20 µM;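 active = growth inhibition of the mutant yeast at or above 50%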;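 note: temperature-sensitive mutant grown at 25 °C; plate controls were DMSO-treated mutant yeast for no effect and medium wells lacking yeast for full effect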
EBI2 antag – blocks human EBI2 receptor beta-arrestin signaling; EBI2 beta-arrestin recruitment, luminescence, 7a,25-OHC stimulated; inhibition, % at 5 µM; actives 0.81% (n = 360,000); AID 651636; in the data active = inhibition above about 38%;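 note: enzyme fragment complementation signal reports receptor beta-arrestin coupling in cells; 0% = agonist plus DMSO wells and 100% = wells without agonist; some results beyond the cut were filed as inactive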
CXCR6 block – blocks human CXCR6 beta-arrestin recruitment; O00574; CHO-K1 PathHunter CXCR6 beta-arrestin, luminescence; inhibition, % at 20 µM; actives 0.36% (n = 360,000); AID 602244; in the data active = inhibition above about 34%, passing the limit was not always enough;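 note: antagonist mode with CXCL16 agonist at 10 nM final; 0% = 10 nM CXCL16 with DMSO and 100% = unstimulated wells without agonist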
Target sequence (O00574 whole entry, looked up): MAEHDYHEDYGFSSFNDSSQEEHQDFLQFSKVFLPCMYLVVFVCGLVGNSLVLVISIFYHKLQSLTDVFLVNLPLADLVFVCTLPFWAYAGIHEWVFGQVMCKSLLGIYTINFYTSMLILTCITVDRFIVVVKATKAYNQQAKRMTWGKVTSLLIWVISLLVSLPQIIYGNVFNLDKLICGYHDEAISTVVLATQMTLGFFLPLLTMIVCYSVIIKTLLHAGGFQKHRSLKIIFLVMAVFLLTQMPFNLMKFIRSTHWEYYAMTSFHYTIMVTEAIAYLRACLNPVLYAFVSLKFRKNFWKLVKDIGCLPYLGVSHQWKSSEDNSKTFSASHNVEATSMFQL
Mdm2-MdmX inh – inhibitors of human Mdm2/MdmX interaction; O15151+Q00987; actives 3% (n = 330,000); inhibition, % at 8 µM; SaOS-2 split-luciferase Mdm2/MdmX complementation, luminescence; AID 485346;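 active = inhibition of at least 50% at 8 µM in the primary screen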
APJ agonist – agonists of human APJ apelin receptor; actives 0.11% (n = 330,000); P35414; AID 2520; CHO-K1 APJ PathHunter beta-arrestin, luminescence; 0% DMSO wells, 100% apelin; activation, % at 20 µM;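 active = activation more than six SD over the plate average, tested at 20 µM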;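 note: 0% = DMSO alone and 100% = apelin-13 at 10 nM; some results filed as inactive read as strong as hits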
Target sequence (P35414 whole entry, looked up): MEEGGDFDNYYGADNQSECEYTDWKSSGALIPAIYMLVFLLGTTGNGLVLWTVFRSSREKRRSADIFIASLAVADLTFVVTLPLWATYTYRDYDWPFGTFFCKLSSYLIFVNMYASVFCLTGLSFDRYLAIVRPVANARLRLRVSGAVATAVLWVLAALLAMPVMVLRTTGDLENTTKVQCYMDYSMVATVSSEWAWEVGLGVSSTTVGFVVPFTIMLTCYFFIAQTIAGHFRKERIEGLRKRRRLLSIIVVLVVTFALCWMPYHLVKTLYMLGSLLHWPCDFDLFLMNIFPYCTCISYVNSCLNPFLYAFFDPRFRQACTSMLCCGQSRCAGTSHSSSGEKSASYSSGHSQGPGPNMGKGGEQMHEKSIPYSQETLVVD
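Material: engineered CHO-K1 APJ arrestin reporter cells; amount: 1000 CHO-K1 reporter cells seeded per well; incubation: compound stimulation 90 min at 25 °C, detection 60 min; signal: luminescent beta-gal fragment complementation, chemiluminescent substrate; read-out basis: APJ agonist activity; controls: DMSO-only wells as negative, 10 nM Apelin-13 as positive control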
CCR6 antag – antagonists of human CCR6 receptor | actives 0.49% (n = 340,000) | CHO-K1 CCR6 PathHunter beta-arrestin, luminescence, CCL20-stimulated | P51684 | inhibition, % at 20 µM;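 active = compounds whose inhibition of the agonist-driven luminescence signal at 20 µM reaches about 50%, limit read from the data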;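 note: cells stimulated with CCL20 at 14 nM final; plate controls were DMSO with CCL20 for no effect and DMSO without agonist for full effect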
Target sequence (P51684 whole entry, looked up): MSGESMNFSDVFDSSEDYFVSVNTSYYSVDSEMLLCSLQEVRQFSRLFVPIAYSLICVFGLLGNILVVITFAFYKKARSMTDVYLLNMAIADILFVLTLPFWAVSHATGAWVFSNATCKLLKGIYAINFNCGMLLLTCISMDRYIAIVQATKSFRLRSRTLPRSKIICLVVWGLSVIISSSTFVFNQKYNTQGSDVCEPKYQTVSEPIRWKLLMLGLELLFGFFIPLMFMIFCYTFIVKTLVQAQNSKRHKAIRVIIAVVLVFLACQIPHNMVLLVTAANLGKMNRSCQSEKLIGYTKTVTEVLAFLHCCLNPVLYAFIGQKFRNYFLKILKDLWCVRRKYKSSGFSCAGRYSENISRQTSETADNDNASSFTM
CHOP UPR activ – apoptotic UPR (CHOP) activation. CHO-CHOP luciferase reporter, luminescence; percent of tunicamycin response over DMSO baseline. activation, % at 10 µM. actives 0.34% (n = 330,000);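 active = at 10 µM dose, activation of 40% or more, normalized to positive control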;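 note: 100% = tunicamycin at 10 µg/mL and 0% = DMSO alone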
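Test system: CHO-CHOP cells, stable luciferase reporter of PERK-eIF2a-CHOP signalling | Quantity: 500 CHO-CHOP cells per well | Buffer or medium: F12 plus 10% serum | Compound dosing: 10 µM single point, 0.5% DMSO | Schedule: 6 h compound treatment, 37 °C | Signal: Luciferase luminescence | Control set: Tunicamycin high control, DMSO low control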
APJ antag – antagonists of human APJ apelin receptor; inhibition, % at 20 µM; CHO-K1 APJ beta-arrestin complementation, luminescence; actives 0.32% (n = 330,000);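 active = inhibition above about 40% at 20 µM, limit read from the data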;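 note: cells challenged with 10 nM apelin-13 agonist together with compound; plate controls were apelin-13 plus DMSO wells for no effect and DMSO wells lacking apelin-13 for full effect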
XBP1 UPR activ – adaptive UPR (XBP1) activation; CHO-XBP1 luciferase reporter, IRE1-XBP1 UPR activation, luminescence; percent of tunicamycin response, DMSO as zero; activation, % at 20 µM; actives 0.33% (n = 330,000); AID 463104;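 active = versus positive control, 20 µM dose yields 30% or more activation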;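 note: 100% = tunicamycin at 10 µg/mL and 0% = DMSO only wells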
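assay system = CHO-XBP1 luciferase reporter cells | amount = 1000 cells/well | buffer or medium = F12 plus 10% FBS | compound dosing = single point, 20 µM final compound, 1% DMSO | incubation = 16-18 h cell attachment at 37 °C, then 6 h compound exposure | detection = Steady-Glo luminescence read | controls = tunicamycin 10 µg/mL and vehicle-only wells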
Active calls of the source: *. Some of the compounds tested (hit frequency here may not be typical).

SMILES | tim23-1 inh | EBI2 antag | CXCR6 block | Mdm2-MdmX inh | APJ agonist | CCR6 antag | CHOP UPR activ | APJ antag | XBP1 UPR activ
Nc1nc(SCC(=O)c2c(N)n(Cc3ccccc3)c(=O)[nH]c2=O)n[nH]1 | 7 | -2 | -7 | 11 | -4 | 12 | 2.2 | 6 | 4
CCC(=O)N1CCc2cc(Br)cc(S(=O)(=O)CCC(=O)NCc3ccco3)c21 | -2 | 1 | -2 | 10 | 0 | 10 | 0.9 | 11 | 1
CC1CCC(NC(=O)CCNC(=O)c2ccccc2)CC1 (stereo unspecified) | 12 | -5 | -2 | 6 | -1 | 11 | 1.3 | 6 | -5
Cn1ccsc1=NC(=O)c1ccc(Cl)c([N+](=O)[O-])c1 | -1 | -5 | 5 | -32 | -1 | -4 | 1.8 | -21 | 5
COC(=O)C1C2C=CC3(CN(Cc4cccs4)C(=O)C13)O2 (stereo unspecified) | 10 | -3 | -3 | 11 | 7 | 13 | -0.5 | 12 | 1
COc1cc(C(=O)OCC(=O)Nc2ccc(OC(F)F)cc2)cc(OC)c1OC | 14 | -8 | 8 | 3 | 3 | -4 | 1.5 | 13 | 1
COc1cccc(CC2(CO)CCN(Cc3ccc4cccc(F)c4n3)CC2)c1 | -4 | 7 | 0 | 10 | -2 | 12 | -0.2 | -13 | -3
CC1(C)OC(=O)C(=Cc2ccc[nH]2)C(=O)O1 | 76* | -4 | 1 | 13 | -2 | 3 | -1.4 | -6 | 1
O=C1C(=O)N(CCS(=O)(=O)c2ccccc2)c2ccccc21 | 10 | -1 | -6 | 5 | -11 | 27 | 1.0 | -14 | -1
CC(C)(C)OC(=O)N1CCN(C(=O)c2[nH]cnc2C(=O)Nc2nccs2)CC1 | 0 | -1 | -7 | -3 | 1 | 10 | 1.2 | 0 | -1
CCOc1cccc(/C=N/Nc2nc(N3CCCC3)nc(N3CCCC3)n2)c1O | 5 | 12 | 5 | 24 | 1 | 19 | -1.2 | 8 | 0
CCCOc1cccc(C(=O)NCCCNC(=O)c2ccccn2)c1 | 1 | 6 | -6 | 0 | -5 | -2 | -2.3 | 3 | -3
Cc1ccc(N2CC(NS(=O)(=O)c3cccs3)CC2=O)cc1C (stereo unspecified) | 14 | -1 | -3 | -6 | 10 | 21 | -0.3 | 6 | -2
CCOc1cccc(/C(O)=C2/C(=O)C(=O)N(CCN3CCOCC3)C2c2cccnc2)c1 (stereo unspecified) | 6 | -6 | -9 | -10 | -3 | 14 | -1.5 | 2 | 0
COC(=O)c1scc(C)c1N/N=C(\C)c1ccc(F)cc1 | -1 | 15 | -5 | 10 | -3 | -4 | 0.3 | 2 | 0
O=C(NCCCN1CCOCC1)c1cc2c(s1)CCCC2 | -3 | -3 | -2 | 0 | -1 | -5 | -1.8 | -21 | -4
O=C(NCCCN1CCOCC1)c1ccc2c(=O)n(Cc3ccc(Cl)cc3)c(=S)[nH]c2c1 | 12 | 15 | 12 | 28 | -1 | 25 | 0.2 | 14 | -2
CCN(CC)C(CNS(=O)(=O)c1ccc(Cl)cc1)c1ccccc1 (stereo unspecified) | 18 | 4 | 7 | -10 | -4 | 14 | 0.2 | 4 | -3
COc1ccc(N(C)C(=O)CCS(=O)(=O)c2cccc3nonc23)cc1 | 7 | 5 | 2 | -3 | -11 | -9 | -1.1 | -13 | -2
COC(=O)c1ccc(C(=O)OC)c(NC(=O)COC(=O)CCOc2ccc(C)cc2)c1 | 9 | -15 | -9 | -16 | -7 | 8 | -0.8 | 8 | 3
CC(C)(C)c1ccccc1OCCOCCNCc1ccccc1 | 17 | -10 | -8 | 39 | 1 | 5 | 0.6 | 13 | 0
CCOc1cc(S(=O)(=O)NCCCN2CCOCC2)ccc1F | 8 | -7 | -5 | 7 | 1 | -3 | 2.3 | 6 | -4
Cc1ccc(NC(=S)N(CCCN(C)C)Cc2cc3cc4c(cc3[nH]c2=O)OCO4)c(C)c1 | 10 | -10 | -3 | 5 | -4 | 11 | -0.7 | -3 | -2
CC(=O)NC1(C(F)(F)F)C(=O)Nc2c1c(=O)n(C)c(=O)n2C (stereo unspecified) | 10 | -5 | -6 | -19 | 3 | 9 | 1.6 | 2 | -1
CCN(CC)S(=O)(=O)c1ccc(C)c(NC(=O)CSc2nc3ccccc3[nH]2)c1 | 24 | -2 | 4 | 15 | -2 | 18 | 0.4 | -15 | -2
CCOC(=O)N/N=C\c1ccc(-c2cccc(C(F)(F)F)c2)o1 | 39 | -7 | 0 | 28 | -3 | 4 | 1.0 | 6 | 0
CN(C(=O)CSc1ccc(S(=O)(=O)N2CCCCC2)cn1)c1ccccc1 | 38 | 0 | 6 | -16 | -5 | 10 | -0.6 | 0 | 0
CCCn1c(N)c(Sc2ccccc2)c(=O)n(CCC)c1=O | 0 | -11 | 2 | 33 | -6 | 3 | -1.8 | 21 | -2
CCCCNC(=O)N(O)C1N(CCCC)C(=O)N(CC(=O)OC)C1(C)C (stereo unspecified) | 15 | -4 | -6 | 7 | 0 | -6 | -1.8 | 8 | -1
COc1ccc(/C=N/NS(=O)(=O)c2ccccc2)cc1OS(=O)(=O)c1ccc(C)cc1 | 24 | 2 | 2 | -26 | -3 | 22 | -0.6 | 0 | -4

Whole records as entered above.
CCN(CC)C(CNS(=O)(=O)c1ccc(Cl)cc1)c1ccccc1 (stereo unspecified) reads tim23-1 inh: 18; EBI2 antag: 4; CXCR6 block: 7; Mdm2-MdmX inh: -10; APJ agonist: -4; CCR6 antag: 14; CHOP UPR activ: 0.2; APJ antag: 4; XBP1 UPR activ: -3
CCCn1c(N)c(Sc2ccccc2)c(=O)n(CCC)c1=O reads tim23-1 inh: 0; EBI2 antag: -11; CXCR6 block: 2; Mdm2-MdmX inh: 33; APJ agonist: -6; CCR6 antag: 3; CHOP UPR activ: -1.8; APJ antag: 21; XBP1 UPR activ: -2

More results follow.
SMILES | tim23-1 inh | EBI2 antag | CXCR6 block | Mdm2-MdmX inh | APJ agonist | CCR6 antag | CHOP UPR activ | APJ antag | XBP1 UPR activ
COc1ccc(CCCc2nnc(SCC(=O)Nc3cc(C)c(C)cc3Br)o2)cc1 | 1 | 11 | -5 | 10 | -1 | 9 | -1.0 | -1 | 0
Cc1cc(C)c2[nH]c(O)c(N=Nc3ccc(C(=O)O)cc3)c2c1 | -7 | 2 | 8 | 9 | -3 | 4 | 3.2 | 11 | 4
CCc1sc(C(=O)N2CCc3cc(OC)c(OC)cc3C2CC(=O)O)cc1C (stereo unspecified) | -8 | 3 | -15 | -5 | -4 | -11 | 0.0 | 3 | -3
O=C(N/N=C/C(Br)=C/c1ccccc1)c1ccc([N+](=O)[O-])cc1 | 5 | -9 | -4 | 8 | 4 | -5 | 2.6 | -83 | 0
Cc1cc(NC(=O)COC(=O)[C@H](C)NC(=O)c2ccccc2)no1 | -2 | -1 | 2 | 2 | 0 | -12 | -1.7 | 12 | -1
COc1ccc2c(c1)C1=NN(/C(C)=C\C(C)=O)C(c3ccccc3)C1CC2 (stereo unspecified) | 35 | -14 | 5 | -39 | 4 | 20 | 4.7 | -38 | 6
Cc1cc(C)c2c(=O)n(CC(=O)N3CCC(N4CCCCC4)CC3)sc2n1 | 14 | -4 | -10 | -9 | 8 | -3 | 3.2 | -6 | -5
CCOc1ccc(CSC(=N)N)cc1 | -5 | -7 | 12 | -4 | -3 | 20 | -0.7 | 15 | -6
O=C(CC(c1ccccc1)c1ccccc1)Nc1nn[nH]n1 | 4 | -15 | 2 | 15 | 4 | -4 | 1.9 | 2 | -1
CCCn1c(N)c(C(=O)COC(=O)c2c(C)noc2C)c(=O)n(C)c1=O | 10 | -14 | 8 | -9 | 0 | 17 | 0.7 | 12 | -1
Cc1ccc(NC(=O)CC2SC3=NCCN3C2=O)cc1 (stereo unspecified) | 10 | -9 | 1 | 0 | -1 | -6 | 0.4 | -11 | -2
Cc1ccc(-c2sc(-c3cccnc3)nc2CC(=O)O)cc1 | 0 | -15 | -6 | -7 | -6 | -1 | -0.4 | 3 | -2
Cc1ccc(CNC(=O)C2CC(c3cccc(F)c3)=NO2)cc1 (stereo unspecified) | 8 | -7 | -7 | -1 | -4 | 4 | 0.1 | 6 | -4
COCc1cc(C)nc2sc(C(=O)N3CCCC3)c(N)c12 | 3 | -2 | -15 | 24 | -8 | -11 | 0.7 | 26 | 2
C=CCNC(=S)/C(=C(\[O-])c1ccc(Cl)cc1)[n+]1ccccc1 | -6 | -5 | 7 | -11 | 0 | 9 | 1.7 | 21 | 0
CCCCNC(=O)C1CC(c2cccc([N+](=O)[O-])c2)=NO1 (stereo unspecified) | 11 | -5 | 2 | -152 | 9 | 19 | 2.8 | -3 | 1
COc1ccc(NC(=O)Cn2nnc(C(=O)NCc3ccccc3OC)c2N)cc1Cl | -22 | 5 | -7 | 11 | -2 | 7 | -0.4 | 11 | 3
CC(NCc1ccc(-c2ccccc2)cc1)C(O)c1ccccc1 (stereo unspecified) | -56 | -18 | 7 | 82* | -2 | 9 | 2.2 | 7 | 2
CC(C)(Oc1ccc(Br)cc1Cl)C(=O)Nc1ccon1 | 7 | 7 | -6 | 1 | 4 | 24 | -2.4 | -1 | -6
c1ccc(Cc2noc(CN3CCN(C4CCc5ccccc5C4)CC3)n2)cc1 (stereo unspecified) | 7 | 5 | 3 | 0 | -5 | 7 | 2.2 | 2 | -2
CCCCOCCCNS(=O)(=O)Cc1ccccc1 | 14 | -12 | 7 | -16 | -3 | -3 | 0.6 | 9 | -3
CCCCCCCC(=O)NNC(=O)c1ccc([N+](=O)[O-])cc1 | 8 | 3 | 2 | 24 | 3 | -45 | -0.6 | -47 | 0
COc1ccc(NC(=O)CN(C)C(=O)c2cc(-c3ccccc3)nc3ccccc23)cc1 | 20 | 6 | 0 | -5 | -4 | 12 | 0.3 | -51 | -7
O=C(O)c1ccc(N/N=C/c2cn(Cc3ccc(F)cc3)c3ccccc23)cc1 | 33 | -19 | -3 | 3 | 7 | -8 | 0.3 | -71 | -1
COc1ccc(-c2csc(NC(=O)c3ccoc3C)n2)cc1 | 4 | 9 | -6 | -129 | 0 | 16 | 8.2 | -6 | 6
O=C1CC(SCc2nc3ccccc3[nH]2)C(=O)N1c1cccc(Cl)c1 (stereo unspecified) | 22 | 8 | -4 | 9 | -4 | 7 | 5.6 | 25 | -1
CCOC(=O)Cc1cc(=O)[nH]c(/N=C(\N)Nc2ccc(OC)cc2)n1 | -5 | -2 | -1 | 13 | -4 | 9 | 0.0 | 8 | -2
O=C(CCN1CCN(c2ccccc2F)CC1)Nc1ccc2c(c1)OCO2 | 15 | 5 | 4 | -1 | -3 | 4 | -2.2 | -2 | -4
CCC(C)NC(=O)C1CCN(S(=O)(=O)N2CCCC2)CC1 (stereo unspecified) | 5 | -9 | 7 | 3 | 0 | 1 | -0.2 | 11 | 0
